# From PubChem
# APOBEC3G inh = APOBEC3G DNA deaminase inhibitors, primary screen, biochemical, fluorescence, single-stranded DNA substrate, uHTS | DNA dC->dU-editing enzyme APOBEC-3G (Homo sapiens), Q9HC16 | recombinant A3G, ssDNA deamination FAM/TAMRA fluorescence | inhibition, % at 20 µM | 330,000 compounds, 0.28% hits | AID 493012, 2011;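 active = inhibition of at least 40% at 20 µM, with no more than 30% in the related APOBEC3A deaminase screen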;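 also: plate controls were DMSO wells with A3G for no effect and wells lacking A3G enzyme for full effect; some compounds called inactive have numbers as strong as hits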
# Target sequence (Q9HC16 whole entry, looked up): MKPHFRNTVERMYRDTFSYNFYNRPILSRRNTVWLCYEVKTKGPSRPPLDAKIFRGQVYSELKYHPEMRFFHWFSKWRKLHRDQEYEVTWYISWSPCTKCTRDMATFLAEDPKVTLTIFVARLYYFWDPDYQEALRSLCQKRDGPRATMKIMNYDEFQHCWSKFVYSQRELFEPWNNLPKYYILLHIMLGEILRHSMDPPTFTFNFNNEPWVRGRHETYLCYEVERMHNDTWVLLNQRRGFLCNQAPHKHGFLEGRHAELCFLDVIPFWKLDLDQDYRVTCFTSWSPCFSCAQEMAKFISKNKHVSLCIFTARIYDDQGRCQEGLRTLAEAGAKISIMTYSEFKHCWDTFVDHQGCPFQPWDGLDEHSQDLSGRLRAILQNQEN
# hIAP inh = human IAP inhibitors, primary screen, biochemical, luminescence, uHTS; Intestinal-type alkaline phosphatase (Homo sapiens), P09923; purified IAP, CDP-Star luminescence, 30 min; inhibition, % at 10 µM; 330,000 compounds, 0.12% hits; AID 2544, 2010;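 active = inhibition reaching a set limit with compound at 10 µM in the primary screen, cut at about 35% in these data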;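 also: plate controls were DMSO wells with enzyme for no effect and no-enzyme buffer wells for full effect; values of inactives mirror those of a sister screen read the other way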
# Target sequence (P09923 whole entry, looked up): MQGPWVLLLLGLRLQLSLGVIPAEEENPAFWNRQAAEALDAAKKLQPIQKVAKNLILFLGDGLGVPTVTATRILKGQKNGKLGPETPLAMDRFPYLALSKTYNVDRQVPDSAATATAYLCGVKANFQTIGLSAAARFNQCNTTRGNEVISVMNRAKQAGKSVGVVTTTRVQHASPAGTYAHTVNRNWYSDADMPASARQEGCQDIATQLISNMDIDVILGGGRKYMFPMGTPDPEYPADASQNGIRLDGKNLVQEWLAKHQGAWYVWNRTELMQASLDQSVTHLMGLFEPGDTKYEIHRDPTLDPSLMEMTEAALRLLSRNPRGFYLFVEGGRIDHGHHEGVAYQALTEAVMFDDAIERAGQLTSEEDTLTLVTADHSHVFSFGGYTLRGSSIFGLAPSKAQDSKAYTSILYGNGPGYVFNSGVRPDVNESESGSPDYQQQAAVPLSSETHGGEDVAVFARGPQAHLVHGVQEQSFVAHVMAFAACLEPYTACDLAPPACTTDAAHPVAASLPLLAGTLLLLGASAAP
# mIAP activ = activators of mouse IAP, primary screen, biochemical, luminescence, uHTS | intestinal alkaline phosphatase [Mus musculus] | 330,000 compounds, 0.24% hits | activation factor at 10 µM | muIAP, CDP-Star luminescence, 30 min; stronger effect = higher value; 1 = vehicle-only enzyme signal, 0 = enzyme-free wells;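 active = activation factor of at least 2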; also: the source names both 10 and 20 µM as test concentration; values of inactives mirror those of a sister screen read the other way
#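 System: mouse IAP enzyme. Reagent: CDP-Star chemiluminescent phosphatase substrate. Benchmarks: DMSO wells, no-enzyme wells. Times: 30 min enzyme-substrate-compound incubation at room temperature. Detection: luminescence from enzymatic CDP-Star hydrolysis. Doses: test compounds delivered from DMSO solution.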
# NLRP3 yeast inh = NALP3 inflammasome inhibitors in reconstituted yeast, primary screen, luminescence, uHTS. AID 2825, 2010. Yeast reconstituted NLRP3/ASC/caspase-1, beta-gal luminescence, 24 h. 330,000 compounds, 0.39% hits. inhibition, % at 10 µM;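 active = inhibition of 50% or more; inactive = inhibition below 50%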;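 also: plate controls were induced DMSO wells for no effect and uninduced yeast grown without galactose for full effect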
# mIAP inh = inhibitors of mouse IAP, primary screen, biochemical, luminescence, uHTS; purified mouse IAP, CDP-Star luminescence, 30 min; inhibition, % at 10 µM; 330,000 compounds, 0.2% hits;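 active = inhibition of at least 40% at 10 µM in the primary screen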;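 also: plate controls were DMSO with enzyme for no effect and no enzyme wells for full effect; values of inactives mirror those of a sister screen read the other way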
# hIAP activ = human IAP activators, primary screen, biochemical, luminescence, uHTS; 330,000 compounds, 0.16% hits; Intestinal-type alkaline phosphatase (Homo sapiens), P09923; activation factor at 10 µM; purified human IAP, CDP-Star luminescence, 30 min; stronger effect = higher value; 1 = vehicle-only enzyme, 0 = enzyme-free background;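 active = activation factor of the enzyme at least 2-fold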; also: the source names both 10 and 20 µM as test concentration; values of inactives mirror those of a sister screen read the other way
# A3A deaminase = APOBEC3A ssDNA deaminase inhibitors, primary screen, selectivity assay for APOBEC3G inhibitor project, biochemical, FAM/TAMRA oligo cleavage fluorescence; AID 493011, 2011; 330,000 compounds, 0.41% hits; inhibition, % at 20 µM; recombinant A3A, FAM/TAMRA ssDNA deamination fluorescence; DNA dC->dU-editing enzyme APOBEC-3A (Homo sapiens), P31941;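 active = at least 40% inhibition at 20 µM here, with at most 30% in a related deaminase screen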;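 also: plate controls were A3A with DMSO for no effect and wells lacking A3A enzyme for full effect; some results filed as inactive read as strong as hits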
# MIN6 prolif = inducers of MIN6 beta-cell proliferation, primary screen, ATP luminescence, uHTS; MIN6 cells proliferation, ATPlite luminescence, 48 h; cells starved in 0.2% serum; 100% = growth in 10% serum; proliferation, % at 10 µM; 330,000 compounds, 0.29% hits; AID 2380, 2010;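 active = compounds whose signal lies at least 3.5 SD above the mean of all wells on their plate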;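 also: 0% = DMSO-treated cells in low-serum medium and 100% = 10% serum control; some compounds called inactive have numbers as strong as hits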
# SENP1 inh = human SENP1 catalytic domain inhibitors, primary screen, biochemical, FRET, uHTS. recombinant SENP1 catalytic domain, CyPet-SUMO1-YPet FRET cleavage. 360,000 compounds, 0.21% hits. inhibition, % at 10 µM;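 active = inhibition at least 30% at 10 µM, raw YFP signal under a set limit, fluorescence ratio 0.5 to 1.5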;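 also: 0% = enzyme with DMSO and 100% = no enzyme wells; some results filed as inactive read as strong as hits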
#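 Test system: recombinant human SENP1 catalytic domain, His6-tagged / Medium: pH 8 Tris buffer with EDTA, NaCl, BME, BSA, NP40, catalase / Also added: SUMO1 FRET substrate flanked by Cypet and Ypet, 25 nM / Times: 50 min reaction at room temperature / Signal: FRET, CFP and YFP emission / Control set: no-enzyme low control and enzyme-plus-DMSO high control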
# Active calls of the source: *; & = joins results of further samples.
SMILES,APOBEC3G inh,hIAP inh,mIAP activ,NLRP3 yeast inh,mIAP inh,hIAP activ,A3A deaminase,MIN6 prolif,SENP1 inh
Cc1cc(C(=O)NCCCN2CCN(c3cc(Cl)ccc3C)CC2)n(-c2ccccc2)n1,-7,-10,1.2,3,-20,1.1,-6,-7,2
Cc1ccc(NC(=O)CCNC(=O)c2ccco2)cc1,-2,-5,0.94,-8,6,1.1,-4,-3,3
CCOC(=O)C1=C(C)NC(=O)CC1c1ccccc1 (configuration not stated),-4,-12,1,-5,-4,1.1,-2,0,2
CN(C(=O)COc1cccc(Br)c1)C1CCS(=O)(=O)C1 (configuration not stated),-7,-9,1,9,-1,1.1,-1,-4,4
c1cc[n+](CCC[n+]2ccccc2)cc1,26,4,0.98,13,2,0.96,71*,-5,1
O=C(Nc1ccc2c(c1)OCCO2)C1CCN(S(=O)(=O)c2ccc(Br)s2)CC1,-5,-6,1.5,9,-48,1.1,-1,-2,4
Cc1nonc1C(=O)N1CCCC(N2CCN(c3ccc(F)cc3)CC2)C1 (configuration not stated),-2,-24,0.95,24,5,1.2,0,-4,-1
C=CCN1CCN(C(CCC)c2nnnn2Cc2ccco2)CC1 (configuration not stated),-16,-14,1,28,-1,1.1,-5,3,0
COc1cc(NC(=O)COc2ccc(Cl)cc2)ccc1NC(=O)C(C)C,-5,-11,1.1,3,-8,1.1,1,-1,1
CN(C(=O)CSc1ccc2c(c1)OCCO2)c1ccccc1,-8,5,1,8,-1,0.95,-3,2,2
Cc1cc(OC(=O)c2ccc(S(=O)(=O)N3CCCCC3)cc2)c([N+](=O)[O-])c(=O)[nH]1,-9,-6,1,14,-3,1.1,1,0,2
O=C(Nc1cccc(Cl)c1)C1=CC=CN2CCS(=O)(=O)N=C12,-2,-7,1.1,-2,-5,1.1,-4,2,0
COc1cc2c(cc1OC)C(=O)CCS2,-1,-4,1.1,4,-5,1,1,-3,-18
CCOC(=O)Nc1cccc(OCC(=O)Nc2ccc3c(c2)CCC3)c1,-6,15,1.3,32,-28,0.85,-2,-2,1
CN(C)S(=O)(=O)c1cccc(NC(=O)c2ccc(S(=O)(=O)N3CCCCC3)cc2)c1,-9,-4,0.94,10,6,1,10,-5,2
COc1cc(S(=O)(=O)NCC2OCCc3ccccc32)ccc1-n1cnnn1 (configuration not stated),-7,14,0.94,18,6,0.86,-5,0,1
COC(=O)c1cc(NC(=O)C2CC(=O)NC(=NCc3ccc(OC)cc3)S2)cc(C(=O)OC)c1 (configuration not stated),-5,-11,1,-6,-5,1.1,-1,1,1
CCC1Nc2ncnc(N3CCCCC3)c2N(Cc2ccc(OC)cc2)C1=O (configuration not stated),-6,8,0.97,9,3,0.92,-5,1,-4&3
COc1ccccc1Cn1c(-c2ccco2)nc2nc3ccccc3nc21,-4,2,0.8,12,20,0.98,0,-1,-39
Cc1onc(-c2ccccc2)c1C(=O)NCc1ccc(F)cc1,-3,-14,1.1,21,-7,1.1,0,-2,1
O=C(CCc1ccccc1)NCc1cccnc1,-7,2,0.94,15,6,0.98,1,-2,1
CCCCN(C)CCNC(=O)C1CCN(S(=O)(=O)c2cccc3nsnc23)CC1,3,8,1,15,-4,0.92,3,-4,-2
CCOC(=O)c1ccc(N2C(=O)C3ON(c4ccccc4)C(c4ccco4)C3C2=O)cc1 (configuration not stated),-4,0,0.95,8,5,1,4,-1,-1
NC(=O)c1ccccc1,-11,-5,1,13,-1,1.1,-4,0,2
Cc1ccc(OCc2cc(C(=O)N(C)CCn3ccnc3C)no2)cc1C,-6,-13,0.9,3,10,1.1,-1,-4,-2
CC(C)COc1cccc(C(=O)N2CCN(C(=O)c3ccco3)CC2)c1,-5,20,1.1,18,-8,0.8,1,1,3
COc1ccc(Nc2nc(-c3sc(N)nc3C)cs2)cc1,3,-9,0.83,-11,17,1.1,-2,-3,2
COC(=O)c1ccc(OC(C)C(=O)c2ccc(C)cc2)cc1 (configuration not stated),-11,17,1,21,0,0.83,-3,-2,1
CCCCn1c(SCC(=O)OCC)nnc1-c1ccoc1C,-7,-1,1,-65,-2,1,-7,1,1
CCCn1nnc(NC(=S)NC(=O)C(C)(C)C)n1,-3,5,0.88,18,12,0.95,-1,0,2
CCN(CC)c1ccc(NC(=O)COc2ccc(C)cc2)cc1,-4,1,1.1,50,-10,0.99,-5,-1,2
CCOC(=O)c1sc(=S)n(C)c1NC(=O)c1cccc(Br)c1,47*,-10,0.96,-2,4,1.1,-1,-3,-6
CN1CCC(N(C)C(=O)CCc2nc3ccccc3c(=O)[nH]2)CC1,-2,16,0.99,4,1,0.84,3,3,-15
COCCCn1c(SCC(=O)N2CCOCC2)nc2ccccc2c1=O,-2,0,0.97,-6,3,1,5,-1,-3
Cc1cc(NC(=O)c2ccc(Br)cc2)nc(C)n1,-3,-5,0.88,3,12,1.1,4,2,0
COc1cc(CN2CCCN(C)CC2)cc([N+](=O)[O-])c1O,-4,2,1,-35,0,0.98,0,-3,3
O=C(Nc1ccccc1-c1ccccc1)c1ccco1,-6,-15,1.2,-8,-16,1.1,-3,0,0
CCNS(=O)(=O)c1ccc(NC(=O)c2ccc(Cn3cc([N+](=O)[O-])cn3)o2)cc1,-2,11,1,13,-4,0.89,-1,-2,2
CC(C(=O)Nc1ccccc1)N(C)Cc1cccs1 (configuration not stated),-10,0,0.98,14,2,1,-2,0,1
COc1ccc(S(=O)(=O)C(C#N)c2nc3ccccc3nc2N2CCCC(C)C2)cc1 (configuration not stated),-1,-20,1,27,-3,1.2,-6,-2,-26
COc1cc(C(=O)Nc2ccc(C(N)=O)cc2)c([N+](=O)[O-])cc1OC,-5,-5,1,18,-1,1.1,-3,-4,0
COC(=O)C1=C(CS(=O)(=O)c2ccc(OC)cc2)NC(=O)NC1c1ccccc1 (configuration not stated),-6,-8,1,6,0,1.1,-4,6,2
CC1CN(C(=O)CCC(=O)NCc2ccccn2)c2ccccc2O1 (configuration not stated),-9,-6,0.98,7,2,1.1,-3,2,2
COc1cccc(CNC(=O)C(=O)NCC2CCCO2)c1 (configuration not stated),-6,14,1,9,-3,0.86,-4,2,1
O=C(NCCCO)C(=O)Nc1cc2c3c(c1)CCN3C(=O)CC2,-8,7,1,6,-4,0.93,-5,-4,0

# In the list so far, these have a Cl atom.
SMILES,APOBEC3G inh,hIAP inh,mIAP activ,NLRP3 yeast inh,mIAP inh,hIAP activ,A3A deaminase,MIN6 prolif,SENP1 inh
Cc1cc(C(=O)NCCCN2CCN(c3cc(Cl)ccc3C)CC2)n(-c2ccccc2)n1,-7,-10,1.2,3,-20,1.1,-6,-7,2
COc1cc(NC(=O)COc2ccc(Cl)cc2)ccc1NC(=O)C(C)C,-5,-11,1.1,3,-8,1.1,1,-1,1
O=C(Nc1cccc(Cl)c1)C1=CC=CN2CCS(=O)(=O)N=C12,-2,-7,1.1,-2,-5,1.1,-4,2,0

# Continuation.
SMILES,APOBEC3G inh,hIAP inh,mIAP activ,NLRP3 yeast inh,mIAP inh,hIAP activ,A3A deaminase,MIN6 prolif,SENP1 inh
NS(=O)(=O)c1ccc(CCNC(=O)/C=C/c2cccc([N+](=O)[O-])c2)cc1,-3,-2,0.95,12,5,1,0,-2,1
COc1ccc(OC)c(NC(=O)CSc2nc(C)cs2)c1,-8,8,1,7,-1,0.92,-4,-2,3
COCCCN(C(=O)C1CCCCC1)c1c(N)n(Cc2ccccc2)c(=O)[nH]c1=O,-3,-8,1.1,1,-6,1.1,1,-4,3
CCSc1nc(C)c(C)c(=O)[nH]1,-5,-14,1,-24,-2,1.1,-3,-1,4
COCc1cc(=O)[nH]c(SCCS(=O)(=O)c2ccc(C)cc2)n1,13,2,0.98,21,2,0.98,7,-2,-1
O=C(CCC1CCCC1)NCCS(=O)(=O)N1CCN(c2ccccc2F)CC1,-4,-6,0.99,38,0,1.1,1,-3,2
CCOC(=O)c1cnc2c(C#N)cnn2c1N,-4,-7,1,16,-1,1.1,1,-3,-9
CCC(C)N(C(=O)COC(=O)CCc1c[nH]c2ccccc12)C1CCS(=O)(=O)C1 (configuration not stated),-6,19,0.97,9,2,0.81,-3,-1,1
CCc1nnc(NC(=O)CSc2ccc(-c3cccs3)nn2)s1,25,-10,1,4,0,1.1,-5,-3,2
Cc1cccc(N(C)S(=O)(=O)c2ccc(-c3cc(C)no3)s2)c1,-6,-4,0.86,24,14,1,-5,-6,2
COc1ccc(S(=O)(=O)NCC2CCC(C(=O)NCCC(C)C)CC2)cc1 (configuration not stated),-3,-4,1,-4,-5,1,0,0,0
CCC(=O)C1=C(O)C(c2cccc(Oc3ccccc3)c2)CCC1=O (configuration not stated),-2,-6,0.93,2,7,1.1,0,1,2
CCOc1ccc(/C=N/NC(=O)c2cc(-c3cccn3C)n[nH]2)cc1,-3,-29,0.89,12,11,1.3,-2,-1,4
COCCNC(=S)NNC(=O)CSCc1ccc(Cl)cc1Cl,-8,-73,0.86,22,14,1.7,-1,1,4
CCOC(=O)CSc1nc(C2CC2)cc(-c2ccc(F)cc2)c1C#N,-4,-1,0.98,19,2,1,-2,-5,1
CCOc1cc(C2Nc3ccccc3C(=O)N2c2ccccc2)ccc1O (configuration not stated),-8,-2,0.99,-33,0,1,-3,-1,0
COc1ccccc1Oc1ccc(S(=O)(=O)NCc2ccccn2)cc1,-3,-25,1,12,-3,1.2,0,0,0
Cc1ccc(C)c(NC(=O)CCN2CCc3ccccc3C2)c1,-6,-15,1.1,15,-7,1.2,-2,2,-5
Cc1cc(C)cc(NC(=O)N2CCC(c3nc4ccccc4o3)CC2)c1,-1,5,1,-13,-3,0.95,1,3,0
COc1ccc(Nc2nnc(SCc3cc([N+](=O)[O-])cc4c3OCOC4)s2)cc1,-5,20,0.93,-1,7,0.8,0,-3,1
Cc1ccc(SCCC(=O)NC(C)(C)C)cc1,-1,-7,1,18,0,1.1,-2,-2,4
O=C(NCC(c1cccs1)N1CCOCC1)c1cc([N+](=O)[O-])ccc1Cl (configuration not stated),-3,-4,1,-2,0,1,1,0,0
O=C(NCCN1CCOCC1)c1cccc(S(=O)(=O)Nc2ccc(F)cc2)c1,-7,12,0.96,2,4,0.88,4,0,0

# These rows are one share of the data; count on the stated rates, not on these rows.
